# T cell modulator = modulators of CD8 T cell-vesicle binding, primary screen, mouse 2C CD8+ T cells, flow cytometry; 2C CD8+ T cell-vesicle binding; hits give low values; calls only at 7 µM; 330,000 compounds, 0.068% hits;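 active = response, share of CD8 T cells binding vesicles, and their 90th percentile fluorescence all below set limits, cut at about 80% in these data, passing the limit was not always enough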
#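 System: murine 2C transgenic CD8+ T lymphocytes; also added: QL9-loaded Drosophila micro-vesicles; times: binding 1.5 h at 37 °C; measured by: flow cytometry, PE anti-B7-1 (FL2) versus Alexa647 anti-CD8 (FL8), PFA-fixed; control set: Peptide-free naked vesicles (low) and QL9 vesicles with 0.7% DMSO vehicle (high)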
# Myeloid diff MLP = induction of myeloid progenitor differentiation, primary screen, cell-based, flow cytometry, MLPCN library. ER-HoxA9 myeloid progenitors, lysozyme-GFP differentiation. calls only at 10 µM. 360,000 compounds, 1% hits. AID 624256, 2012;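 active = normalized GFP-positive differentiation at or above the plate's own cutoff, the solvent-only control mean plus 3 SD; inconclusive = no clear call, values can overlap the other calls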;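 note: cells exposed to compound for four days before flow analysis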
# Hep lipid drop = inhibitors of hepatocyte lipid droplet formation, primary screen, imaging, high-throughput imaging, BODIPY stain; AML12 mouse hepatocytes, oleate lipid droplets; inhibition, % at 6.5 µM; 240,000 compounds, 0.4% hits; AID 1656, 2009;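 active = lipid droplet intensity inhibited by at least 50%, with more than 500 cells counted; inconclusive = wells with under 300 cells, treated as cytotoxic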
#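 Assay system: AML12 hepatocytes (mouse); Probe or stimulus: oleic acid at 100 µM to induce lipid droplet formation; Dosing: compound at 6.5 µM only; Schedule: compound with oleate, overnight; Detection: fluorescence imaging, 20x objective, two fields per well; Measure: % inhibition of lipid droplet signal.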
# Hep lipid drop cells 6.5 µM = second read-out of Hep lipid drop, no call of its own (marks repeat the call); cell count; measured here: cell count, cytotoxicity flag;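 cells counted across two imaged fields per well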
# T cell modulator vesicle-bound % = also measured in T cell modulator; calls as there; double positive events, %; measured here: CD8+ vesicle-bound cell fraction;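 binding gate set so that unloaded-vesicle control wells show 10% double positive cells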
# Myeloid diff MLP GFP+ MAC1+ % = second read-out of Myeloid diff MLP, no call of its own (marks repeat the call); GFP+ MAC1+ double positive, %; measured here: differentiation confirmed by MAC1 staining
# An asterisk follows results filed as active; i = inactive; u = inconclusive; x = not tested or not shown; + = active, no number. Only part of the results is shown; rates above refer to the full screens.
mol	Myeloid diff MLP	Hep lipid drop cells 6.5 µM	Myeloid diff MLP GFP+ MAC1+ %	T cell modulator	Hep lipid drop	T cell modulator vesicle-bound %
O=C(c1cc(COc2cccc(C(F)(F)F)c2)on1)N1C[C@H]2CC[C@H]1C2	i	675	1.3	i	-11	40
CN(CC(=O)Nc1ccc(F)cc1)C(=O)c1ccc(-c2ccc(Cl)cc2)o1	i	785	1.2	i	10	46
COc1cccc(N2C(=NC(=O)CCC3CCCC3)SC3CS(=O)(=O)CC32)c1 (centres undefined)	i	784	0.6	i	21	22
COc1cc(OC)cc(Oc2ccc(S(=O)(=O)N3CCCCC3)cc2[N+](=O)[O-])c1	i	849	0.6	i	-22	22
Cc1ccccc1Nc1nc(-c2cccnc2)cs1	i	871	0.5	i	15	56
CC(=O)N1c2ccc(S(=O)(=O)N3CCCC3C(=O)NCc3ccc(Cl)cc3)cc2CC1C (centres undefined)	u	741	x	i	-5	48
CN(c1ccccc1)S(=O)(=O)c1ccc(C(=O)NCCc2ccccc2)cc1	i	744	0.3	i	-26	25
CN(C)Cc1c(O)ccc2c(=O)c(-c3ccccc3)c(C(F)(F)F)oc12	i	816	0.8	i	-1	60
Cc1ccc(CNC(=O)c2nnn(CC(=O)Nc3cc(C)cc(C)c3)c2N)cc1	i	715	4.4	i	4	11
Cc1[nH]c2ccccc2c1/C=C(\C#N)C(=O)NC1CC1	u	856	x	i	1	2
COc1ccc(C2SCC(=O)N2c2ccc(F)cc2)cc1 (centres undefined)	i	825	0.5	i	3	18
CC(C)(C)c1cc(Cl)ccc1OCCOCCN1CCCC1	i	808	0.7	i	-3	51
CCOc1ccc(CNC(=O)C2Cc3cc(S(=O)(=O)N4CCCC4)ccc3N2C(C)=O)cc1 (centres undefined)	i	658	2.8	i	-20	7
Cc1cc(N/C=C/C(=O)c2ccccc2)ccc1Br	i	804	0.1	i	-2	48
O=[N+]([O-])c1ncccc1OCc1ccc(Cl)c(Cl)c1	i	792	0.3	i	-3	3
O=c1cc(-c2ccccc2)c2cc(Cl)ccc2[nH]1	i	408	0.7	i	8	23
N#Cc1ccc(NC(=O)Cn2cnc(S(=O)(=O)N3CCOCC3)c2)cc1	i	708	0.9	i	14	46
Cc1cc(C)cc(C(N)=Nc2cccc(C#N)c2)c1	i	848	0.5	i	-3	28
COc1cc(NC(=O)COc2ccccc2)ccc1NC(=O)c1ccco1	i	763	0.3	i	-6	13
O=C(CCNS(=O)(=O)c1cccc2nonc12)Nc1ccc(Cl)cc1	i	770	1.9	i	18	26
NC(=O)c1ccccc1NC(=O)COc1ccc2c(c1)OCO2	i	794	1.2	i	-6	47
CCOc1ccc(S(=O)(=O)NCc2cccnc2)cc1NC(=O)c1ccccc1F	i	745	1.0	i	7	27
Cn1c(=O)c2c(SCC(=O)NC3CCCC3)nc(CC(C)(C)C)nc2n(C)c1=O	i	787	0.7	i	26	66
CCn1nc(NC(=O)COC)c2cc3cc(C)ccc3nc21	i	406	0.2	i	-1	31
Cc1ccc(CNC(=O)CCS(=O)(=O)c2ccc3c(c2)oc(=O)n3C)cc1	i	703	3.6	i	-3	35
CC/C(=N\NC(=O)c1nnn(-c2nonc2N)c1-c1cccs1)c1ccccc1	i	775	3.6	i	-4	20
O=C(Nc1c2c(nn1-c1ccc([N+](=O)[O-])cc1)CS(=O)(=O)C2)c1ccccc1F	i	682	6.1	i	5	8
CC[C@@]12C(=O)N(c3cccc(Br)c3)C(=O)N1[C@H](c1ccc(Cl)cc1)[C@@H]1C(=O)N(C3CCCCC3)C(=O)[C@@H]12	i	806	2.0	i	-3	22
Cc1ccc(S(=O)(=O)N2C(=O)CCC2C(=O)N2CCCCC2)cc1 (centres undefined)	i	813	0.6	i	-1	56
Cc1ccc(C(=O)Nc2ccc(N3CCOCC3)c3nonc23)cc1[N+](=O)[O-]	i	787	3.0	i	15	14
O=C(Nc1cccc(-c2nn[nH]n2)c1)c1ccc(Cl)s1	i	837	1.3	i	-4	65
O=C(Nc1ccc2c(c1)OCCO2)C1CCCN1C(=O)Nc1ccccc1 (centres undefined)	i	719	2.8	i	11	34
COc1cccc(-c2cc(C(=O)NC3CC3)c3ccccc3n2)c1	i	645	0.6	i	-12	5
CN(Cc1c(C(=O)N/N=C/c2ccccc2)nnn1-c1nonc1N)C1CCCCC1	i	685	0.0	i	11	11
Cc1cc(C)cc(N(CC(=O)NCC2CCCO2)C(=O)CCC(=O)Nc2nccs2)c1 (centres undefined)	i	800	0.6	i	-1	56
COCCNC(=O)CCc1c(C)nc2c(c(C)nn2-c2ccc(C)cc2)c1C	i	821	0.3	i	4	7
CC1CCc2nc3ccc(S(=O)(=O)N4CCC(C(=O)O)CC4)cc3c(C(=O)O)c2C1 (centres undefined)	i	745	2.6	i	-8	39
COc1ccc(NC(=O)CC(C)NCCCN2CCCC2=O)cc1 (centres undefined)	+	813	16*	i	-1	51
O=C(N/C(=C/c1ccc(F)cc1)C(=O)N1CCCC1)c1ccccc1	i	874	3.1	i	6	15
CS(=O)(=O)Oc1ccc(/C=C2\C(=N)N3N=C(CC(=O)N4CCOCC4)SC3=NC2=O)cc1Cl	i	831	0.0	i	9	21

# Exported with each value named: three of the compounds above.
O=C(c1cc(COc2cccc(C(F)(F)F)c2)on1)N1C[C@H]2CC[C@H]1C2
  Myeloid diff MLP: i; Hep lipid drop cells 6.5 µM: 675; Myeloid diff MLP GFP+ MAC1+ %: 1.3; T cell modulator: i; Hep lipid drop: -11; T cell modulator vesicle-bound %: 40
CN(CC(=O)Nc1ccc(F)cc1)C(=O)c1ccc(-c2ccc(Cl)cc2)o1
  Myeloid diff MLP: i; Hep lipid drop cells 6.5 µM: 785; Myeloid diff MLP GFP+ MAC1+ %: 1.2; T cell modulator: i; Hep lipid drop: 10; T cell modulator vesicle-bound %: 46
COc1cccc(N2C(=NC(=O)CCC3CCCC3)SC3CS(=O)(=O)CC32)c1 (centres undefined)
  Myeloid diff MLP: i; Hep lipid drop cells 6.5 µM: 784; Myeloid diff MLP GFP+ MAC1+ %: 0.6; T cell modulator: i; Hep lipid drop: 21; T cell modulator vesicle-bound %: 22

# Next records:
mol	Myeloid diff MLP	Hep lipid drop cells 6.5 µM	Myeloid diff MLP GFP+ MAC1+ %	T cell modulator	Hep lipid drop	T cell modulator vesicle-bound %
O=c1c2ccccc2nc(/C=C/c2ccccc2)n1CCCO	i	818	0.9	i	-10	26
Fc1cccc(CNCc2ccc3c(c2)OCO3)c1	i	772	0.4	i	-12	24
CCc1ccc(-n2c(=S)sc3c(=O)n(-c4ccccc4C)c(SCC(=O)O)nc32)cc1	i	849	0.4	i	10	32
COc1ccc(/C(C)=N/NC(=O)CNC(=O)c2cccnc2)cc1OC	i	793	0.6	i	-5	22
Cn1nnnc1SCC(=O)Nc1nc(-c2ccc(F)c(F)c2)cs1	i	832	0.3	i	11	15
O=C(Nc1ccc(Nc2ccccc2)cc1)c1ccc(Br)cc1	i	797	0.3	i	6	46
CC12CC3(C)CC(C)(C1)CC(C(=O)NCc1cccnc1)(C2)C3	i	880	0.0	i	2	58
CC1CCCC(NC(=O)C2CC(=O)N(Cc3ccccc3)C2)C1C (centres undefined)	i	645	1.2	i	-2	36
COC(=O)c1c(NC(=O)CN2C(=O)C(=O)N(CC(C)C)C2=O)sc(C)c1C	i	684	0.6	i	-13	60
O=C(O)c1ccccc1CSc1nnnn1-c1ccccc1	i	811	1.0	i	0	63
COc1ccc(CCC(=O)Nc2nc(C)c(C(=O)N(C)C)s2)cc1	i	863	0.9	i	6	3
Cc1ncc([N+](=O)[O-])n1CC(=O)Nc1ccc(Br)cc1	i	783	0.7	i	1	33
CC(=O)c1ccc(NC(=O)NC2CCCc3ccccc32)cc1 (centres undefined)	i	829	0.1	i	-13	9
COc1cccc(/C=C2\SC(=O)N(CCC(=O)N3CCCCC3CCO)C2=O)c1 (centres undefined)	i	740	2.6	i	-12	1
CCOc1ccc(NC(=O)Nc2ccon2)cc1	u	788	x	i	-12	0
O=C(NC1CCCC1)c1cc(-c2ccc(Cl)cc2Cl)on1	i	827	0.2	i	6	52
Cc1ccc(CNC(=O)CN2C(=O)COc3ccc(S(=O)(=O)N4CCCCC4)cc32)o1	i	692	0.5	i	-2	12
CCCCC(=O)Nc1ccc(C(=O)NCCN2CCOCC2)cc1	i	848	0.7	i	-4	56
Cc1cc(=O)oc2c(C)c(OCC(=O)N3CCC(C(=O)O)CC3)ccc12	i	775	5.4	i	-2	26
Cc1csc(CNC(=O)C2CCC(=O)N(CCCc3ccccc3)C2)n1 (centres undefined)	i	617	0.0	i	-4	10
CC(=O)c1ccc(OCc2cc(C(=O)N(C)Cc3cc(C)no3)no2)cc1	i	646	1.0	i	-11	27
COc1ccc(OCc2cc(C(=O)N3CCCCCC3)no2)c(Cl)c1	u	685	x	i	-15	31
COC(=O)Cn1c2ccccc2c2nc3ccccc3nc21	i	826	0.5	i	6	54
COc1ccc(C2C(C(=O)c3ccco3)=C(O)C(=O)N2CC2CCCO2)c(OC)c1 (centres undefined)	i	643	1.1	i	8	60
COc1cc(C(=O)N2CCN(C)CC2)cc(OC)c1OC	i	831	0.4	i	3	57
COc1ccccc1N1CCN(C(=O)c2cc(=O)c3cc(C)ccc3o2)CC1	i	868	0.9	i	16	64
O=C(CCN1C(=O)C2CCCCC2C1=O)Nc1cc(F)ccc1F (centres undefined)	i	810	1.0	i	4	61
N#C/C(=C\c1ccc(OCC(N)=O)cc1)C(=O)NC1CC1	i	827	4.7	i	16	3
Cc1cccc2c(N)c3c(nc12)N(C)CC3	i	783	0.1	i	-16	59
Clc1ccc(OCc2nn[nH]n2)cc1	i	857	0.4	i	9	48
CC(=O)c1cccc(Nc2nc(N3CCOCC3)nc(N3CCOCC3)n2)c1	u	643	x	i	13	46
CC(=O)Nc1ccc(NC(=O)CCc2ccc(C)o2)cc1	i	710	3.7	i	-8	12
CC(C)(C)NC(=O)c1ccc2c(c1)N(CC(=O)N1CCCCC1)C(=O)C(C)(C)O2	i	745	0.5	i	2	40
S=C(NC1CC1)N1CCN(C(=S)NC2CC2)CC1	i	667	4.5	i	6	66
COc1ccc(CNC(=O)CN(Cc2ccc(OC)cc2)C(=O)CCC(=O)Nc2nccs2)cc1	i	759	0.5	i	-11	17
O=C(Nc1ccc(-c2cscn2)cc1)C1CCCN(Cc2ccc(CO)o2)C1 (centres undefined)	i	737	0.6	i	-7	57
CCc1nnc(N/N=C/c2cc(C)c(C)cc2C)n1N	i	813	0.3	i	-7	58
Cc1cc(C)c(C(=O)NC2CCCc3c2cnn3-c2cccc(C)c2C)o1 (centres undefined)	i	710*	1.4	i	81*	36
CCOc1cc(C2C(C(=O)OC)=CN(Cc3ccc(Cl)cc3)C=C2C(=O)OC)ccc1O	i	818	0.5	i	-3	45
O=C(CSc1ccc2nnc(CCNC(=O)c3ccccc3)n2n1)NC1CCCC1	i	707	0.8	i	0	11
Cc1ccc(NC(=O)N2CCCC2C(=O)Nc2nnc(C(C)C)s2)cc1 (centres undefined)	i	779	1.5	i	-5	45
CCOc1ccc(C(=O)NCC(=O)OCCCOC(=O)CNC(=O)c2ccc(OCC)cc2)cc1	i	663	0.7	i	-3	28
COc1cccc(C(=O)Nc2ccc(NC(=O)Cc3ccccc3)cc2)c1	i	825	0.4	i	8	57

# Reprinted at random: 5 entries already listed
mol	Myeloid diff MLP	Hep lipid drop cells 6.5 µM	Myeloid diff MLP GFP+ MAC1+ %	T cell modulator	Hep lipid drop	T cell modulator vesicle-bound %
CC(C)(C)NC(=O)c1ccc2c(c1)N(CC(=O)N1CCCCC1)C(=O)C(C)(C)O2	i	745	0.5	i	2	40
O=C(CSc1ccc2nnc(CCNC(=O)c3ccccc3)n2n1)NC1CCCC1	i	707	0.8	i	0	11
Cc1ccc(NC(=O)N2CCCC2C(=O)Nc2nnc(C(C)C)s2)cc1 (centres undefined)	i	779	1.5	i	-5	45
O=C(Nc1ccc(-c2cscn2)cc1)C1CCCN(Cc2ccc(CO)o2)C1 (centres undefined)	i	737	0.6	i	-7	57
Cc1cc(C)c(C(=O)NC2CCCc3c2cnn3-c2cccc(C)c2C)o1 (centres undefined)	i	710*	1.4	i	81*	36

# Screens deposited in PubChem by several laboratories.
